NOD2 RIPK2 PPI = blocks binding of human NOD2 to RIPK2; O43353; CHO BLA complementation NOD2-RIPK2, CCF4 ratio; inhibition, % at 4.98 µM; hit rate 0.38% among 360,000; in the data active = inhibition above about 21%;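 note: 0% = vehicle only and 100% = reference blocker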
N-glyco inh = blocks N-linked glycosylation in D54 reporter cells | D54 ERlucT glycosylation luciferase reporter, 24 h; percent of 100 nM tunicamycin response | reporter increase, % at 12.5 µM | hit rate 0.23% among 360,000 | AID 588692;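 active = mean luciferase reporter signal, scaled so untreated is 0 and the glycosylation-blocking control 100, at or above a set limit in every replicate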;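 note: luciferase carries N-glycosylation sites so blocking glycosylation raises the light; 0% = median of neutral control wells and 100% = median of 100 nM tunicamycin wells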
HTR2A ag = mouse HTR2A agonism via beta-arrestin recruitment; CHO-K1 mHTR2A beta-arrestin complementation, luminescence; percent of 30 µM serotonin response; P35363; hit rate 0.66% among 360,000; activation, % at 7.6 µM;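 active = activation above a run cutoff, the mean activation of all tested compounds plus 3 SD, cut at about 14% in these data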;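 note: 0% = plate median of compound wells and 100% = 30 µM serotonin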
Target sequence (P35363 whole entry, looked up): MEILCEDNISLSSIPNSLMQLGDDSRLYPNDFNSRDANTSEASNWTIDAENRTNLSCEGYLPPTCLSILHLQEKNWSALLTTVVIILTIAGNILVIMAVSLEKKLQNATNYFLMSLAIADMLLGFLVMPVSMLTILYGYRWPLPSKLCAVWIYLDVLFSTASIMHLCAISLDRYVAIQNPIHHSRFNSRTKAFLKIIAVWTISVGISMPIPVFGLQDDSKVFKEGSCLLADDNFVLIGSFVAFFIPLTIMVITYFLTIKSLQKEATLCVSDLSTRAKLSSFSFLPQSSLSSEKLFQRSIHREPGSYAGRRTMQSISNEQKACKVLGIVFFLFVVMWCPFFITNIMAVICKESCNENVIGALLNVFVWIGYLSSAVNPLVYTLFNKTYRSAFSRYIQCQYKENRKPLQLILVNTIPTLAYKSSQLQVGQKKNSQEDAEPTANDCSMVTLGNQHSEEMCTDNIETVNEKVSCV
TLR9-MyD88 inh = blocks human TLR9 binding to MyD88 | hit rate 0.21% among 340,000 | CHO BLA complementation TLR9-MyD88, CCF4 FRET ratio | AID 504734 | inhibition, % at 4.98 µM | Q9NR96+Q99836;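 active = inhibition above the mean over all tested compounds plus 3 SD, cut at about 21% in these data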;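 note: 0% = DMSO only wells and 100% = clavulanate BLA inhibitor control wells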
ABCB6 inh MLPCN = blocks the human ABCB6 transporter | K562-ABCB6 porphyrin accumulation, flow cytometry, 1 h; active compounds read low | hit rate 0.19% among 360,000 | AID 602162 | fluorescence ratio to DMSO, % at 10 µM;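 active = fluorescence ratio to DMSO below 75%, the collection mean minus 3 SD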;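 note: signal is porphyrin accumulated inside mitochondria; 100% equals median channel fluorescence of DMSO control wells; lower ratio means ABCB6 inhibition with less porphyrin fluorescence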
MC4R antagonist = antagonists of human melanocortin 4 receptor (MC4R); P32245; MC4R-expressing cells, MTII-stimulated cAMP, LANCE TR-FRET; inhibition, % at 6.5 µM; hit rate 0.48% among 360,000; AID 540295;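 active = inhibition above its plate's cutoff, the mean of tested wells on that plate plus 3 SD, cut at about 29% in these data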;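 note: 0% = Melanotan II alone and 100% = Melanotan II plus saturating MCL0020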
Target sequence (P32245 whole entry, looked up): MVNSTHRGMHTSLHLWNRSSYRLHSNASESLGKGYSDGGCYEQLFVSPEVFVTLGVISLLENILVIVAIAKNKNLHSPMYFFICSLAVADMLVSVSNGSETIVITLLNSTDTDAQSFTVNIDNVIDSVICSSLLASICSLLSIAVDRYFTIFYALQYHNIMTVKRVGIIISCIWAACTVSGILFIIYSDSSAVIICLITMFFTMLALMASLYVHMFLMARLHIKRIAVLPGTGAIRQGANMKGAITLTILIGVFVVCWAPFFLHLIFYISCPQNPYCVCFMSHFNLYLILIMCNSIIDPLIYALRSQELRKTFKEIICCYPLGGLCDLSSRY
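System: U2OS cells stably expressing human melanocortin 4 receptor (MC4R). Reagent: Melanotan II challenge after compound preincubation. Doses: 6.5 µM. Times: 30-min compound, 1-h challenge, 1-h detection, room temperature. Measured by: TR-FRET with Eu-cAMP and labeled anti-cAMP, 671 nm. Replicates: singlicate.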
ABHD5 PLIN5 PPI = inhibitors of human ABHD5-perilipin-5 interaction. hit rate 0.78% among 360,000. AID 602281. inhibition, % at 4 µM. Split G. princeps luciferase complementation, luminescence, 4 h;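 active = inhibition above the mean inhibition across every tested compound plus 3 SD, cut at about 22% in these data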;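 note: 0% = DMSO only wells and the 100% control is not disclosed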
MC4R ag barr = activates human MC4R beta-arrestin recruitment; hit rate 0.98% among 360,000; P32245; U2OS MC4R beta-arrestin complementation, luminescence; percent of melanotan II response, DMSO zero; activation, % at 8.9 µM;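 active = activation above a per-plate cutoff, the mean activation of sample wells on that plate plus 3 SD, cut at about 8% in these data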
H9c2 protect = protects H9c2 cardiomyocytes from peroxide injury | H2O2 injury protection, ATPLite, 2 h | protection from H2O2 cell death, % at 20 µM | hit rate 0.63% among 360,000 | AID 588492;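 active = compounds giving at least 50% protection of heart cells from peroxide-induced death in the single-dose screen, raw or plate-pattern-corrected value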;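 note: 0% = DMSO wells with peroxide and 100% = DMSO wells without peroxide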
SRC2 inh = inhibits human steroid receptor coactivator 2. HEK293 GAL4-SRC2 luciferase reporter, luminescence. inhibition, % at 9 µM. hit rate 0.17% among 370,000;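 active = inhibition above the mean inhibition of all tested compounds plus 3 SD, set per campaign, cut at about 52% in these data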;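 note: 0% = DMSO treated cells and 100% = cells given Gossypol at 36 µM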
* marks the source's active call; other numbers are inactive results; x = no result given. These rows are one share of the data, so the mix of outcomes need not match the whole.

SMILES	NOD2 RIPK2 PPI	N-glyco inh	HTR2A ag	TLR9-MyD88 inh	ABCB6 inh MLPCN	MC4R antagonist	ABHD5 PLIN5 PPI	MC4R ag barr	H9c2 protect	SRC2 inh
CC(=O)Nc1ccc(NC(=O)CCn2c(=S)oc3ccccc32)cc1	-8	0	2	-9	107	0	-2	-0.1	4	4
CCC(C)NC(=O)Cn1nc(C(F)(F)F)c2c1CCCC2 (stereo not given)	5	1	-4	-4	88	7	3	1.7	-3	7
CC(NS(=O)(=O)c1ccccc1)C(N)=O (stereo not given)	-1	2	7	-3	97	1	8	-1.6	2	-18
CC(C)CC(=O)NCC(C)NC(=O)CC(C)C (stereo not given)	-5	2	5	4	96	12	3	-0.9	-4	1
COC(=O)CCNC(=O)Cc1c(C)n(C(=O)c2ccc(Cl)cc2)c2ccc(OC)cc12	9	-1	-2	-5	94	5	16	-1.4	4	-10
CCC(=O)Nc1cc2nn(-c3ccc(OC)cc3)nc2cc1C	9	-20	0	7	79	-4	-4	-1.6	-16	-65
O=C(Nc1cccc([N+](=O)[O-])c1)C1C2/C=C\CCCCC21 (stereo not given)	-3	1	9	6	97	9	-2	-0.5	-15	-17
COC(=O)C1=C(C)NC(C)=C(C(=O)OC)C1/C=C/c1ccccc1	2	11	-5	-1	103	-5	-10	-1.2	1	-13
O=C(/C=C/c1ccc(Cl)cc1Cl)N1CCN(c2ccc([N+](=O)[O-])c(N3CCOCC3)c2)CC1	-9	-2	0	11	95	10	-2	-1.1	5	12
CN1CCN(CCCNC(=O)c2ccc(/C=C3\Oc4ccccc4N(Cc4ccc(Cl)cc4)C3=O)cc2)CC1	33*	-3	-12	7	102	-2	8	5.2	-20	-29
COc1ccccc1-n1cc(CN2CCN(CC(C)C)C(CCO)C2)cn1 (stereo not given)	4	0	-4	-7	103	21	3	0.5	0	28
N#Cc1nc(Cc2cccc3ccccc23)oc1NCCN1CCCCC1	8	-1	-3	-11	105	7	6	2.0	0	-18
CN(C)c1ccc2c(c1)OC(N)=C(C#N)C2c1cccc(F)c1 (stereo not given)	8	10	-3	1	132	-20	4	-3.2	-8	x
COc1ccc(NC(=O)c2ccc3ccccc3n2)cc1S(=O)(=O)Nc1ccccc1Cl	-10	-9	0	-16	99	25	5	0.4	-2	-29
O=C(O)c1ccccc1-c1ccccc1C(=O)Nc1cccc(-c2nc3ccccc3o2)c1	-4	2	1	12	95	4	6	-0.2	6	-13
O=C(NC1CCCCCC1)c1ccco1	-6	-1	11	-6	98	1	0	-1.0	-4	11
N#C/C(=C/c1cn(-c2ccccc2)nc1-c1cccc(OCc2ccccc2)c1)C(=O)NCCCn1ccnc1	8	-4	-7	17	98	-1	17	-2.4	-4	11
CC1CCC(NC(=O)C2CCC(CNS(=O)(=O)c3ccccc3)CC2)CC1 (stereo not given)	-7	-3	-2	-8	96	14	-2	2.3	-6	-1
COc1ccc(/C=N/n2c(N)c(S(=O)(=O)c3cccs3)c3nc4ccccc4nc32)cc1OC	-1	-4	-3	0	101	12	-4	-0.3	42	12
CCOC(=O)N1CCN(C(=O)CNC(=O)c2nn(-c3ccc(OC)cc3OC)c(=O)c3ccccc23)CC1	-6	0	7	-2	101	6	0	0.7	-11	-21

The last two compounds of the section above come first, to join the parts.
SMILES	NOD2 RIPK2 PPI	N-glyco inh	HTR2A ag	TLR9-MyD88 inh	ABCB6 inh MLPCN	MC4R antagonist	ABHD5 PLIN5 PPI	MC4R ag barr	H9c2 protect	SRC2 inh
COc1ccc(/C=N/n2c(N)c(S(=O)(=O)c3cccs3)c3nc4ccccc4nc32)cc1OC	-1	-4	-3	0	101	12	-4	-0.3	42	12
CCOC(=O)N1CCN(C(=O)CNC(=O)c2nn(-c3ccc(OC)cc3OC)c(=O)c3ccccc23)CC1	-6	0	7	-2	101	6	0	0.7	-11	-21
c1ccc(Oc2cccc(CN3CCOCC3)c2)cc1	-4	0	5	-7	93	21	-1	1.4	-2	-48
Cc1occc1-c1nnc(SCC(=O)NC2CC2)n1C(C)C	0	1	-1	-8	107	0	5	0.4	2	10
Cc1ccc(S(=O)(=O)N[C@H](C(=O)OCC(=O)N2N=C(c3ccc(Cl)cc3)CC2c2ccco2)C(C)C)cc1 (stereo not given in full)	2	-7	-2	6	95	8	5	-2.5	-6	8
COC(=O)C1=C(C)N(C(C)c2ccccc2)C(=O)C1 (stereo not given)	1	1	3	3	100	0	2	-2.8	3	-10
Cc1ccc(C)c(-n2c(Cc3cc(=O)[nH]c(=O)[nH]3)nnc2SCC(=O)NCC2CCCO2)c1 (stereo not given)	7	1	1	9	104	5	6	-1.1	-2	9
CCc1cccc(CC)c1NC(=S)N1CCn2cccc2C1c1ccncc1 (stereo not given)	-1	1	-1	8	94	3	-1	-2.0	3	-11
CC(C)(C)n1ncc2c(=O)n(Cc3cc(F)c(Cl)cc3Cl)cnc21	-5	-5	3	-2	97	14	5	-0.1	-4	-12
Cc1ccc(/C=c2\sc3n(c2=O)CN(c2ccc(Br)cc2)CN=3)o1	-7	3	-4	3	98	-11	21	-2.7	9	-31
Cc1cc(Nc2ccc([N+](=O)[O-])cc2)c2ccccc2n1	5	-9	-7	-1	97	9	-2	-0.9	-14	-2
CCN(CC(=O)Nc1ccccc1C(F)(F)F)C(=O)c1ccc(-n2nc(C)c(CCC(=O)OC)c2C)cc1	-1	2	-1	8	88	0	3	-0.7	3	-15
O=C(c1cccc(Oc2ccccc2)c1)N1CCOCC1	-3	-1	9	-7	106	4	3	-2.5	8	-14
C=CCNC(=O)c1cccc2c1C(=O)c1ccc(N3CCCC3)cc1S2(=O)=O	-5	0	-1	3	93	-7	16	-1.6	0	-11
COc1ccc(N2CCN(Cc3nc4cc(Cl)ccc4c(=O)[nH]3)CC2)cc1	-1	1	-1	5	105	8	4	-2.1	-3	-2
COc1ccc(O)c(/C=N/N=C2/C(=O)Nc3ccccc32)c1	2	6	-2	-1	94	6	-5	-2.7	-19	-11
O=C(N/N=C\c1ccc([N+](=O)[O-])s1)c1cncc(Br)c1	-7	-21	-7	11	111	-13	-1	-3.3	-6	-18
C#C[C@]1(O)CC[C@H]2[C@@H]3CCC4=Cc5oncc5C[C@]4(C)[C@H]3CC[C@@]21C	3	-6	1	-3	99	1	-1	-0.3	8	10
COCCN1CCN(C(=O)c2cc(COc3ccc(F)c(F)c3)on2)CC1	-11	1	-2	4	97	-1	-2	0.8	-1	-15
Cc1ccc(-n2nc3c(=O)n(C(C)C(=O)NCCC4=CCCCC4)nc(C)c3c2C)cc1 (stereo not given)	-5	1	-5	-8	97	-2	7	-2.4	-10	38
CCOC(=O)c1nccnc1C(=O)Nc1ccc(C(F)(F)F)cc1	2	-1	-4	-5	95	5	-3	-1.6	-1	13
CCC1CCCCN1CC(=O)c1c(C)[nH]c2cc(C)ccc12 (stereo not given)	-3	2	-1	1	102	-3	-1	-1.6	-6	-12

By substructure: the entries above containing an NH in an aromatic ring
SMILES	NOD2 RIPK2 PPI	N-glyco inh	HTR2A ag	TLR9-MyD88 inh	ABCB6 inh MLPCN	MC4R antagonist	ABHD5 PLIN5 PPI	MC4R ag barr	H9c2 protect	SRC2 inh
Cc1ccc(C)c(-n2c(Cc3cc(=O)[nH]c(=O)[nH]3)nnc2SCC(=O)NCC2CCCO2)c1 (stereo not given)	7	1	1	9	104	5	6	-1.1	-2	9
COc1ccc(N2CCN(Cc3nc4cc(Cl)ccc4c(=O)[nH]3)CC2)cc1	-1	1	-1	5	105	8	4	-2.1	-3	-2
CCC1CCCCN1CC(=O)c1c(C)[nH]c2cc(C)ccc12 (stereo not given)	-3	2	-1	1	102	-3	-1	-1.6	-6	-12

Additional compounds:
SMILES	NOD2 RIPK2 PPI	N-glyco inh	HTR2A ag	TLR9-MyD88 inh	ABCB6 inh MLPCN	MC4R antagonist	ABHD5 PLIN5 PPI	MC4R ag barr	H9c2 protect	SRC2 inh
CCCCCCN1CCN(C2CN(Cc3cn(Cc4ccc(F)cc4)nn3)S(=O)(=O)C2)CC1 (stereo not given)	8	x	0	x	97	x	-6	x	x	-14
Cc1c(C(=O)N2CCN(c3ncccn3)CC2)oc2c(Cl)cccc12	-3	0	0	-8	95	5	-6	0.2	5	-28
O=S(=O)(c1ccc(NC(=S)NC2CCCC2)cc1)N1CCCC1	-6	-3	0	-1	96	10	-3	-0.8	-9	4
O=C(NCCN=C1NS(=O)(=O)c2ccccc21)c1ccc(S(=O)(=O)N2CCOCC2)cc1	6	1	8	1	98	14	-31	-0.4	-3	-9
COC(=O)c1ccccc1NC(=O)Cn1c(-c2nonc2N)nc2ccccc21	19	22	0	-1	97	-17	-6	3.8	-7	x
C#CCOCCOCCOCCNc1nc(N2CCN(C(=O)CCCCCCCCCCNC(=O)Cn3cc(C[C@@H](C)O)nn3)CC2)nc(N2CCN(C(=O)CCCCCCCCCCNC(=O)[C@@H]([C@H](C)CC)n3cc(CCCCCN)nn3)CC2)n1	10	-23	9	-7	99	13	55*	-0.5	-18	x
COc1cccc(NC(=O)C(C#N)Cc2ccncc2)c1 (stereo not given)	-11	-1	1	3	91	-4	-9	1.6	3	-4
CCOc1ccc(-c2nnc(-c3ccccc3)o2)cc1	1	-16	1	-3	93	12	-3	1.8	-24	-42
CCOc1cc(/C=N/NC(=O)CN2CCCCC2)ccc1OCc1ccc(Cl)cc1	-2	-3	-7	3	99	-2	10	2.5	-5	19
COC(OC)C1Nc2ccccc2C(=O)N1c1ccc(F)cc1 (stereo not given)	-3	1	6	3	94	2	0	-2.8	0	13
O=c1c(-c2ccc(Cl)cc2)c[nH]n1-c1ccccc1	-6	0	0	-3	97	-2	-2	-0.8	-9	-46
O=C(O)CCC(=O)c1ccc2c(c1)CCCC2	-13	1	6	-4	94	5	1	4.1	1	-6
Cc1cc(Cl)ccc1OCC(=O)NC(=S)Nc1ccc(Cl)cn1	-1	2	-3	4	88	0	0	-0.5	1	-7

Shown with values under each structure: entries from further up
Below each SMILES: NOD2 RIPK2 PPI	N-glyco inh	HTR2A ag	TLR9-MyD88 inh	ABCB6 inh MLPCN	MC4R antagonist	ABHD5 PLIN5 PPI	MC4R ag barr	H9c2 protect	SRC2 inh
> CCOc1ccc(-c2nnc(-c3ccccc3)o2)cc1
  1	-16	1	-3	93	12	-3	1.8	-24	-42
> CCOc1cc(/C=N/NC(=O)CN2CCCCC2)ccc1OCc1ccc(Cl)cc1
  -2	-3	-7	3	99	-2	10	2.5	-5	19
> COC(OC)C1Nc2ccccc2C(=O)N1c1ccc(F)cc1 (stereo not given)
  -3	1	6	3	94	2	0	-2.8	0	13
> O=c1c(-c2ccc(Cl)cc2)c[nH]n1-c1ccccc1
  -6	0	0	-3	97	-2	-2	-0.8	-9	-46
> O=C(O)CCC(=O)c1ccc2c(c1)CCCC2
  -13	1	6	-4	94	5	1	4.1	1	-6

Bioassay records from PubChem BioAssay.
